Source: PubChem BioAssay (PCMD)
FXIa mix inh – factor XIa (human) inhibition, mixture screen; purified FXIa, fluorogenic substrate, pooled mixtures; inhibition, % at 5 µM; 62,000 tested, 0.19% active; in the data active means inhibition above about 20%, passing the limit was not always enough;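 further: each value is inhibition by a whole ten-compound pool holding the compound; 0% = enzyme with no mixture and 100% = wells lacking enzyme; strong numbers were not always called active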
Target sequence (P03951 19-387 limits assumed): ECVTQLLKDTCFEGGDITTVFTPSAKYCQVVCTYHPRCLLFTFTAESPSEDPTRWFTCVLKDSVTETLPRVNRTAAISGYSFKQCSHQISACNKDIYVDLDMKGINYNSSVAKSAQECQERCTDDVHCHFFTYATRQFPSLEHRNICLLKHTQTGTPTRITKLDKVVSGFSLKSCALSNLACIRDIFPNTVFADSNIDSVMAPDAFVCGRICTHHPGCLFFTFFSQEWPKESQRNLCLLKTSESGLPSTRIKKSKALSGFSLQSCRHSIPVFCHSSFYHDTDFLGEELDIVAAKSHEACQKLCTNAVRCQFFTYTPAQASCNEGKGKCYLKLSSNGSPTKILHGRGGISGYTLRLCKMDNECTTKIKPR
Target sequence (P03951 388-625 limits assumed): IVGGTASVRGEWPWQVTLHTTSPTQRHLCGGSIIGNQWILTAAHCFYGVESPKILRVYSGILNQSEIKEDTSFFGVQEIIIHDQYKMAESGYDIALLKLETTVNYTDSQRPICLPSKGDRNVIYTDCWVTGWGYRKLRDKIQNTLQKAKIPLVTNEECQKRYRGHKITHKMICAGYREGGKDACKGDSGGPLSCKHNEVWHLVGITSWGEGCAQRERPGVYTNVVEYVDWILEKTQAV
Ec RNAP inh – blocks E. coli RNA polymerase transcription; P0A8V2; fluorescence transcription assay; inhibition, %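 (tested at 10 µM)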; 62,000 tested, 0.2% active; in the data active means inhibition above about 20%;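 further: 0% = enzyme without compound and 100% = no enzyme blank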
CatG inh – blocks human cathepsin G enzyme activity; purified enzyme, AMC-tetrapeptide fluorescence, pooled mixtures; inhibition, % at 5 µM (by protocol); P08311; AID 581; 62,000 tested, 0.2% active;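 active means inhibition above 20% in each of the two mixture wells holding the compound; inactive means inhibition of 20% or less in either well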;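 further: 0% = enzyme control without mixture and 100% = blank lacking enzyme; strong numbers were not always called active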
CatB inh – inhibitors of human cathepsin B; 63,000 tested, 0.1% active; P07858; inhibition, %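 (tested at 10 µM)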; purified cathepsin B, fluorogenic substrate, fluorescence; AID 453; in the data active means inhibition above about 21%;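 further: 0% = enzyme with no compound and 100% = no enzyme blank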
CatB mixtures – inhibitors of human cathepsin B in compound mixtures | P07858 | Purified cathepsin B, AMC dipeptide fluorescence | inhibition, %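 (ten-compound pools at 5 µM per compound and 50 µM total)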 | 62,000 tested, 0.06% active | AID 488; in the data active means inhibition above about 22%, passing the limit was not always enough;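 further: 0% = enzyme without compound and 100% = no enzyme blank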
CatS block – inhibitors of human cathepsin S; recombinant cathepsin S, AMC dipeptide fluorescence, pooled mixtures; 62,000 tested, 0.06% active; inhibition, %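 (tested at 5 µM per compound within 10-compound mixtures)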; AID 501; P25774; in the data active means inhibition above about 32%, passing the limit was not always enough;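 further: 0% = enzyme without compound and 100% = blank without enzyme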
C1s inh – human complement C1s inhibition | purified C1s, fluorogenic AMC substrate, pooled mixtures | mean inhibition % of two 10-compound mixtures (active compounds read high), % at 5 µM (by protocol) | 62,000 tested, 0.16% active;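 active means inhibition above 20% in each of the two 10-compound mixture wells holding the compound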;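 further: 0% = enzyme wells lacking compound mixture and 100% = no-enzyme blank wells; some compounds called inactive have numbers as strong as hits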
CatL block – blocks human cathepsin L protease activity; P07711; purified cathepsin L, fluorogenic substrate, fluorescence; inhibition, %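 (tested at 10 µM)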; 58,000 tested, 0.17% active; in the data active means inhibition above about 45%;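 further: 0% = enzyme with no compound and 100% = no enzyme blank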
Target sequence (P07711 114-288 limits assumed): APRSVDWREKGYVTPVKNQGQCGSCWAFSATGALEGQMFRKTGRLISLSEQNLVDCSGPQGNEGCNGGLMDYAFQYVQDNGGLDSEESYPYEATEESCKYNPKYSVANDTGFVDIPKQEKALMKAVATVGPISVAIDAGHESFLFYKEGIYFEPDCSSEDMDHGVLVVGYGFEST
Target sequence (P07711 292-333 limits assumed): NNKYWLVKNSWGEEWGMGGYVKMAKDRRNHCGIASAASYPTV
AP complement – orthogonal test for alternative complement pathway inhibitors; 62,000 tested, 0.08% active; AID 1235; inhibition, % at 5 µM; Human serum alternative complement pathway, LPS-coated ELISA, C3 deposition; tested in compound mixtures;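 active means inhibition above 30% in each of the two pooled mixtures holding the compound, so the lower value exceeds 30%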;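 further: 0% = serum in Mg-EGTA without compound and 100% = EDTA serum blank; some compounds past the cut are filed as inactive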
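Test system: human serum complement alternative pathway, C3 deposition onto LPS / Medium: Mg2+-EGTA GVB++ buffer containing human serum at 1:15 dilution / Probe or stimulus: Plate-bound LPS / Times: 1 h at 37 °C / Signal: ELISA with HRP anti-human C3 antibody, TMB substrate, absorbance 450 nm / Measure: percent inhibition / Repeats: two pool placements per compound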
Active calls of the source: *; . = not tested or not shown.

compound	Ec RNAP inh	CatG inh	CatB inh	CatS block	AP complement	CatL block	FXIa mix inh	C1s inh	CatB mixtures
N#Cc1cc2c(nc1SCC(=O)Nc1ccc(Cl)cc1)C1CCN2CC1	-3	-2	-2	-4	12	14	6	-9	-6
CC(=NCC1CCCO1)c1c(O)n(C)c(=O)n(C)c1=O (stereo unspecified)	15	9	6	17	0	11	6	9	6
COc1ccc(CN2CCN(c3ccccc3)CC2)c(C)c1C	3	0	-2	2	0	.	8	-22	5
O=C(O)C12C3CCCC1C32c1ccccc1 (stereo unspecified)	.	-2	.	-10	-4	.	1	-4	-4
CC(C(N)=O)N1CC(c2ccc(Cl)cc2)CC1=O (stereo unspecified)	8	9	2	-2	11	-5	-2	-24	3
Cc1nn(CCC#N)c2c1P(=S)(N1CCCC1)OC(c1ccc(F)cc1)=N2 (stereo unspecified)	1	31	0	-5	12	-4	4	12	2
CC(=NCCCn1ccnc1)c1c(O)n(C)c(=O)n(C)c1=O	11	2	1	16	6	-2	5	-2	7
CCCCOc1ccc(CC2C(=O)N(C)C(=O)N(C)C2=O)cc1	-8	2	0	-19	24	-2	3	-3	-5
Nc1ccccc1N=Cc1c(O)n(CCC2=CCCCC2)c(=O)[nH]c1=O	3	8	1	2	8	1	-4	-4	-3
Cc1ccc(OCC(=O)N2CCN(CC3CC4C=CC3C4)CC2)cc1 (stereo unspecified)	-12	-12	4	-3	-9	5	2	31	3
CC1CN(O)C2CCc3nonc3C12O (stereo unspecified)	5	-6	6	14	-11	2	7	-13	4
Cc1ccc2c(c1)C(c1ccccc1)NCC(=O)N2 (stereo unspecified)	10	10	5	-4	2	.	4	-8	1
CCOC(=O)c1c(C)n(COCCO)c2ccc(O)cc12	7	8	2	-2	9	-10	6	7	3
FC(F)(F)C1=NC(C(F)(F)F)=NP(N2CCOCC2)(N2CCOCC2)=N1	.	8	0	8	14	2	-2	-6	-8
CC(C)C(=O)N1CCN(CCN=Cc2c(O)n(C)c(=O)n(C)c2=O)CC1	9	29	3	16	-5	39	20	-5	0
CCCCP(=O)(O)c1ccccc1	11	11	5	-4	3	6	10	10	4
CCN1CCC2(CCNC2)C1 (stereo unspecified)	-2	-9	5	-22	22	-5	-19	-103	-7
CCOc1ccccc1N=C1SCCCN1C	6	7	-3	1	9	15	-5	-5	1
c1ccc(C2CC3CC4(CCCC4)N2O3)cc1 (stereo unspecified)	1	9	1	4	15	-4	-2	13	4
O=C(CN1CCN(Cc2cccc(Cl)c2)C1=O)N1CCC2(CC1)OCCO2	3	3	3	-7	8	10	7	-8	-1
CCC(C)N1C(=O)NC(=O)C2(Cc3cc(C)ccc3N(C)C2)C1=O (stereo unspecified)	10	13	5	3	11	12	5	14	5
O=C1C2CCCN2C(c2cccs2)N1c1ccccn1 (stereo unspecified)	6	13	2	5	10	0	-2	12	5
COC(=O)CC1=C(C(=O)OC)C2(C(=O)N(C)c3ccccc32)C(C#N)=C(N)O1 (stereo unspecified)	0	-5	-2	-1	-6	.	6	-4	-4
COc1ccccc1-n1c(O)c(C=NCc2ccc3c(c2)OCO3)c(=O)[nH]c1=O	10	9	3	6	-16	13	3	16	0
CN1CCN(CCC(C#N)(c2ccccc2)c2ccccc2)CC1	6	9	4	-3	20	.	9	9	3
C=CCn1c(O)c(C=NCCN(C)C)c(=O)[nH]c1=O	8	1	7	17	-4	11	32	-47	-1
C#C[C@]1(O)CC[C@H]2[C@@H]3CCC4=CC(=O)CC[C@]4(C)[C@H]3CC[C@@]21C	10	0	1	-11	18	7	-17	-24	0
CN1CCN(c2ccc(C(N)=O)cc2N)CC1	11	12	-1	1	12	-1	9	15	2
CCOC(=O)c1c(C)n(Cc2ccccc2)c2ccc(OCC(O)CN3C(=O)CNC3=O)cc12 (stereo unspecified)	-3	-10	-4	-2	-10	-5	5	-9	-1
COc1cccc(-c2cc(C(F)(F)F)n3nc(C(=O)N4CCC5(CC4)OCCO5)cc3n2)c1	6	1	-4	2	14	-6	7	0	4
Cc1ccccc1-n1c(O)c(C=Nc2ccc3c(c2)OCO3)c(=O)[nH]c1=O	7	-9	7	8	2	6	-11	-56	-6
Cc1ccc(-n2nc(C)c3c2NC(=O)CSC3c2ccc3c(c2)OCO3)cc1 (stereo unspecified)	7	9	4	6	7	17	-9	-1	0
CCOc1ccc(-n2c(O)c(C=NCCN(CC)CC)c(=O)[nH]c2=O)cc1	6	-22	13	16	-3	7	5	-5	5
O=P(OCC(F)(F)C(F)F)(N1CCOCC1)N1CCOCC1	-3	5	-1	-8	8	-2	-7	-8	-2
COc1ccc(P2(=O)Nc3ccccc3N2)cc1	6	9	0	0	10	-1	-2	2	-5
CC1(C)C2CC=C(CN3CCOCC3)C1C2 (stereo unspecified)	6	9	1	2	20	2	3	12	3
CCCCn1c(O)c(C(C)=NCCN2CCCCC2)c(=O)[nH]c1=O	1	0	-5	2	6	-15	5	-1	1
O=C1CC(N2CCC(n3c(=O)[nH]c4ccccc43)CC2)C(=O)N1Cc1ccccc1 (stereo unspecified)	10	8	6	17	1	10	7	7	7
Cc1ccccc1N1C(=O)CC(=O)NC1=O	-3	-2	.	35	-6	-2	3	-10	-1
O=C(C1CCC(=O)N1Cc1ccc(F)cc1)N1CCC2(CC1)OCCO2 (stereo unspecified)	5	2	5	10	5	16	8	3	-2

15 entries from above, sorted by length of the SMILES, falling.
compound	Ec RNAP inh	CatG inh	CatB inh	CatS block	AP complement	CatL block	FXIa mix inh	C1s inh	CatB mixtures
COc1cccc(-c2cc(C(F)(F)F)n3nc(C(=O)N4CCC5(CC4)OCCO5)cc3n2)c1	6	1	-4	2	14	-6	7	0	4
CCOC(=O)c1c(C)n(Cc2ccccc2)c2ccc(OCC(O)CN3C(=O)CNC3=O)cc12 (stereo unspecified)	-3	-10	-4	-2	-10	-5	5	-9	-1
COC(=O)CC1=C(C(=O)OC)C2(C(=O)N(C)c3ccccc32)C(C#N)=C(N)O1 (stereo unspecified)	0	-5	-2	-1	-6	.	6	-4	-4
O=C1CC(N2CCC(n3c(=O)[nH]c4ccccc43)CC2)C(=O)N1Cc1ccccc1 (stereo unspecified)	10	8	6	17	1	10	7	7	7
COc1ccccc1-n1c(O)c(C=NCc2ccc3c(c2)OCO3)c(=O)[nH]c1=O	10	9	3	6	-16	13	3	16	0
Cc1ccccc1-n1c(O)c(C=Nc2ccc3c(c2)OCO3)c(=O)[nH]c1=O	7	-9	7	8	2	6	-11	-56	-6
Cc1ccc(-n2nc(C)c3c2NC(=O)CSC3c2ccc3c(c2)OCO3)cc1 (stereo unspecified)	7	9	4	6	7	17	-9	-1	0
CCC(C)N1C(=O)NC(=O)C2(Cc3cc(C)ccc3N(C)C2)C1=O (stereo unspecified)	10	13	5	3	11	12	5	14	5
O=C(C1CCC(=O)N1Cc1ccc(F)cc1)N1CCC2(CC1)OCCO2 (stereo unspecified)	5	2	5	10	5	16	8	3	-2
CCCCn1c(O)c(C(C)=NCCN2CCCCC2)c(=O)[nH]c1=O	1	0	-5	2	6	-15	5	-1	1
CN1CCN(CCC(C#N)(c2ccccc2)c2ccccc2)CC1	6	9	4	-3	20	.	9	9	3
C=CCn1c(O)c(C=NCCN(C)C)c(=O)[nH]c1=O	8	1	7	17	-4	11	32	-47	-1
COc1ccc(P2(=O)Nc3ccccc3N2)cc1	6	9	0	0	10	-1	-2	2	-5
CN1CCN(c2ccc(C(N)=O)cc2N)CC1	11	12	-1	1	12	-1	9	15	2
CC1(C)C2CC=C(CN3CCOCC3)C1C2 (stereo unspecified)	6	9	1	2	20	2	3	12	3

Profiles, looked up by structure. Order of screens: Ec RNAP inh	CatG inh	CatB inh	CatS block	AP complement	CatL block	FXIa mix inh	C1s inh	CatB mixtures
CCC(C)N1C(=O)NC(=O)C2(Cc3cc(C)ccc3N(C)C2)C1=O (stereo unspecified) in the list: 10	13	5	3	11	12	5	14	5
C#C[C@]1(O)CC[C@H]2[C@@H]3CCC4=CC(=O)CC[C@]4(C)[C@H]3CC[C@@]21C in the list: 10	0	1	-11	18	7	-17	-24	0
C=CCn1c(O)c(C=NCCN(C)C)c(=O)[nH]c1=O in the list: 8	1	7	17	-4	11	32	-47	-1

Carrying on:
compound	Ec RNAP inh	CatG inh	CatB inh	CatS block	AP complement	CatL block	FXIa mix inh	C1s inh	CatB mixtures
CN1CCC(OC(=O)C2c3ccccc3Oc3ccccc32)CC1	7	9	-2	-6	4	19	5	-87	-2
O=c1cccc2n1CC1CC2CN(Cc2ccc3c(c2)OCO3)C1 (stereo unspecified)	-1	3	3	-6	12	.	11	6	1
OC(Cc1ccccc1)(c1ccccc1)C1CN2CCC1CC2 (stereo unspecified)	9	14	6	-5	0	11	5	-22	2
Cc1ccc(C2CC(=O)C(C=NCCN3CCN(C(=O)Cc4ccccc4)CC3)=C(O)C2)cc1 (stereo unspecified)	2	2	-3	-1	17	2	6	-23	9
O=C(Cn1c(=O)c(C(F)(F)F)nc2ccccc21)N1CCC2(CC1)OCCO2	-4	-5	0	-1	11	-1	5	-7	0
Cn1c(O)c(C=Nc2ccc3c(c2)CCC3)c(=O)n(C)c1=O	5	9	0	-12	18	-14	8	13	2

Some of the compounds tested (hit frequency here may not be typical).
